High-throughput results (PubChem)
CHO-K1 Ca antag – nonselective inhibitor or artifact in parental CHO-K1 cells. ATP-induced calcium, Fluo-8 fluorescence. inhibition, % at 3 µM. AID 602250. hit rate 0.6% among 360,000;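 active = inhibition above a per-plate cutoff, the plate's mean sample inhibition plus 3 SD, cut at about 24% in these data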;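 also: 0% = DMSO plus EC80 ATP and 100% = DMSO alone without ATP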
CHO-K1 Ca PAM – nonselective activator or artifact in parental CHO-K1 calcium assay. activation, % at 3 µM. ATP EC20, Fluo-8 calcium fluorescence; 0% at ATP EC20, 100% at ATP max. hit rate 0.02% among 360,000. AID 602247;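 active = activation above the run cutoff, the mean activation of all test compounds plus 3 SD, cut at about 40% in these data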;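 also: peak over basal fluorescence ratio in a 140 s read after ATP addition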
CHRM1 agonist – activates human CHRM1 receptor; P11229; CHO-K1 hM1, Fluo-8 calcium fluorescence, agonist mode; 0% DMSO, 100% acetylcholine EC100; activation, % at 3 µM; hit rate 0.33% among 360,000; AID 588814;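 active = activation above the run's mean compound activation plus 3 SD, cut at about 16% in these data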;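 also: peak over basal fluorescence ratio within a 140 s kinetic read after compound addition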
TAAR1 antagonist – antagonists of human TAAR1. hit rate 1.5% among 360,000. inhibition, % at 3 µM. Q96RJ0. CHO RD-HGA16 TAAR1, Fluo-8 calcium fluorescence, antagonist;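 active = inhibition above a per-plate cutoff, the mean inhibition of test compounds on that plate plus 3 SD, cut at about 49% in these data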;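 also: 0% = DMSO plus EC80 beta-PEA response and 100% = DMSO alone without agonist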
Target sequence (Q96RJ0 whole entry, looked up): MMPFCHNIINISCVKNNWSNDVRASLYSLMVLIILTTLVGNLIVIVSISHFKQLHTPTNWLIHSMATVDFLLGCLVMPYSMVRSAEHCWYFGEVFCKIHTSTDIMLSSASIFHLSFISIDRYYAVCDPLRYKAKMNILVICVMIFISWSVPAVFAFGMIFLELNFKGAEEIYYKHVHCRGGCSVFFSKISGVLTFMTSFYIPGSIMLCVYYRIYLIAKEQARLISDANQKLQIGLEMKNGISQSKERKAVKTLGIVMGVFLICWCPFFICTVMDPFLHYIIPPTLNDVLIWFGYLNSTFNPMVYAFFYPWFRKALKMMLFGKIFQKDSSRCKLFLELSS
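System: RD-HGA16 CHO cells with stable hTAAR1 and Gα16 | Probe or stimulus: EC80 β-phenethylamine stimulus | Dosing: 3 µM, single point | Times: Dye loading 75 min at 37 °C, then 30 min room temperature | Measured by: Fluo-8 calcium-sensitive fluorescence | Read-out basis: % inhibition of agonist calcium response | Replicates: n of 1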
CHO parental Ca – signal in parental CHO cells, OX1R antagonist counter-screen | hit rate 0.63% among 330,000 | inhibition, % at 5.6 µM | parental CHO-K1, ATP-induced calcium, Fluo-8 fluorescence | AID 463079;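 active = inhibition above that plate's mean sample inhibition plus 3 SD, cut at about 26% in these data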;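 also: 0% = ATP-challenged DMSO wells and 100% = DMSO wells without ATP; some compounds past the cut are filed as inactive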
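Assay system – parental CHO cells · Reagent – ATP stimulus · Detection – intracellular calcium via Fluo-8 no-wash fluorescent dye · Evaluation – percent inhibition of ATP-evoked calcium rise, normalized to controls · Controls – ATP wells versus no-ATP DMSO wells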
CHO-K1 Ca ag – counter-screen for M1 agonists: effect in parental CHO-K1 cells; Fluo-8 calcium fluorescence; scaled to maximal ATP response, vehicle zero; activation, % at 3 µM; hit rate 0.48% among 360,000; AID 602248; in the data active = activation above about 15%;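 also: untransfected CHO-K1 host cells lacking M1 receptor as counterscreen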
TAAR1 agonist – agonists of human TAAR1 | hit rate 0.99% among 360,000 | Q96RJ0 | activation, % at 3 µM | CHO RD-HGA16 TAAR1, Fluo-8 calcium fluorescence; vehicle wells 0%, saturating PEA agonist 100%;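 active = activation above the mean activation of all test compounds in the run plus 3 SD, cut at about 38% in these data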
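test system = CHO RD-HGA16 cells carrying human TAAR1 plus Gα16 | schedule = 17-24 h seeding, 75 min 37 °C dye, 30 min RT | compound dosing = 3 µM single concentration | control set = DMSO and PEA EC100 | replicates = n 1 | signal = Fluo-8 fluorescence, 5 s baseline then 140 s kinetic read | measure = percent activation vs PEA EC100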
OXTR potentiate – human OXTR potentiation. CHO-OTR cells, Fluo-8 calcium fluorescence, potentiator mode; 0% = oxytocin EC15, 100% = EC100. activation, % at 3 µM. hit rate 0.061% among 320,000. AID 2445;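 active = activation above that plate's cutoff, the mean activation of tested compounds plus 3 SD, cut at about 6.6% in these data, passing the limit was not always enough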;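 also: 100% uses oxytocin at 75 nM as the full agonist control; some results filed as inactive read as strong as hits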
Target sequence (P30559 whole entry, looked up): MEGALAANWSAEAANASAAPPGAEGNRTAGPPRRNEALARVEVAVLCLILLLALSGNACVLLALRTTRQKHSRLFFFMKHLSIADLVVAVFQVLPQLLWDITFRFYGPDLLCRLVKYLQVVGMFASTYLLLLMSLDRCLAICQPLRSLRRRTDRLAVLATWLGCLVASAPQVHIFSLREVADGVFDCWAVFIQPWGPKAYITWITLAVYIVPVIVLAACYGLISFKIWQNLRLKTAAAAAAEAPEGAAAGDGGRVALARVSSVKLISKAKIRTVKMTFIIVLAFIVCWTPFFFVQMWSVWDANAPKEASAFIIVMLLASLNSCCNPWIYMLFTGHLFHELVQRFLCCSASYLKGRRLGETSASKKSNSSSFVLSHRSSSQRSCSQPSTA
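Dosing: Single dose, 3.0 µM nominal final compound concentration | Material: Human OTR in CHO cells | Technique: Kinetic Fluo-8 calcium fluorescence | Benchmarks: EC15 oxytocin alone as 0%, 75 nM oxytocin as 100% | Probe or stimulus: Oxytocin at about EC15, sub-maximal agonist stimulus | Incubation: Compound 6 min at room temperature before oxytocin, 100 s read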
V1aR counter – V1a receptor agonism, counter-screen for OXTR agonists. hit rate 0.25% among 320,000. activation, % at 3 µM. CHO-V1R cells, Fluo-8 calcium fluorescence, agonist mode; 0% DMSO, 100% 3 nM vasopressin. AID 2797. P37288;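 active = activation above the mean activation of all tested compounds plus 3 SD, per screening run, cut at about 20% in these data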;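 also: signal is peak over basal fluorescence ratio across a 100 second FLIPR read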
Active calls of the source: *; . = no result given.

Start of the data: the first two entries (preview)
SMILES	CHO-K1 Ca antag	CHO-K1 Ca PAM	CHRM1 agonist	TAAR1 antagonist	CHO parental Ca	CHO-K1 Ca ag	TAAR1 agonist	OXTR potentiate	V1aR counter
CC(C)c1ccccc1NC(=O)CC1(CC(=O)O)CCCC1	-14	-7	-3	-15	-9	0.0	2	-1	0.9
CCOc1ccc(NS(=O)(=O)c2ccc(C(=O)N3CCN(c4ncccn4)CC3)cc2)cc1	1	-9	6	2	-2	14	21	-14	11

Results, from the first entry:
SMILES	CHO-K1 Ca antag	CHO-K1 Ca PAM	CHRM1 agonist	TAAR1 antagonist	CHO parental Ca	CHO-K1 Ca ag	TAAR1 agonist	OXTR potentiate	V1aR counter
CC(C)c1ccccc1NC(=O)CC1(CC(=O)O)CCCC1	-14	-7	-3	-15	-9	0.0	2	-1	0.9
CCOc1ccc(NS(=O)(=O)c2ccc(C(=O)N3CCN(c4ncccn4)CC3)cc2)cc1	1	-9	6	2	-2	14	21	-14	11
CC1(C)CC(=NNC(=O)c2n[nH]c3c2CCC3)CC(C)(C)N1	12	0	-4	-4	-5	0.0	0	-2	1.4
CCC(=O)Nc1cccc(C(=O)OCc2cccc([N+](=O)[O-])c2)c1	8	-8	-4	-2	.	1.9	2	.	.
COc1ccc(-c2n[nH]c(=S)n2Cc2ccccc2)cc1	7	3	-9	10	-6	0.4	1	3	-0.5
Cc1ccc(N2C(=O)CC(Sc3ccccc3C(=O)O)C2=O)cc1C (configuration not stated)	-12	21	-8	18	-30	1.2	3	-4	-0.3
CCOP(=O)(OCC)c1ccc2c(c1)C(=O)c1ccccc1CC2	-8	13	-6	2	-16	-0.7	7	-2	-1.0
CC1(C)CC(=O)c2c(-c3cccnc3)n[nH]c2C1	-8	25	-5	0	-1	0.2	2	4	0.3
COc1ccc(NS(=O)(=O)c2cc(NC(=O)c3ccco3)ccc2N2CCCC2)cc1	2	-6	-8	-18	-9	-0.4	1	-11	-1.0
COc1cc(SC)ccc1C(=O)OCC(=O)NC(=O)NC(C)C	-15	17	-3	1	-3	2.9	2	-6	0.0
O=C(CCNC(=O)C1CCN(S(=O)(=O)c2ccc(F)cc2)CC1)NCc1ccc(F)cc1	-11	20	-3	-15	-4	1.5	1	-4	-1.5
CCOc1ccc(-c2nnc3ccc(SCC(=O)N4CCCCC4)nn23)cc1	-10	17	-5	-13	-12	0.5	1	0	0.5
Cc1ccc(Oc2ncccc2NC(=O)CC(CC(=O)O)c2ccccc2)c2c1CCC2 (configuration not stated)	-6	15	-5	-16	-8	3.7	2	-2	-1.2
O=C(OCc1cnc(Cl)s1)c1ccccc1Cl	-7	3	-6	-13	4	0.2	15	-6	-0.1
CCn1c(SCC(N)=O)nnc1-c1ccc(S(=O)(=O)N2CCN(C)CC2)cc1	0	-6	-2	-9	-2	-0.2	5	-6	0.0

Copied from the list.
`CCC(=O)Nc1cccc(C(=O)OCc2cccc([N+](=O)[O-])c2)c1` – TAAR1 agonist: 2
`Cc1ccc(N2C(=O)CC(Sc3ccccc3C(=O)O)C2=O)cc1C` (configuration not stated) – TAAR1 agonist: 3
`COc1cc(SC)ccc1C(=O)OCC(=O)NC(=O)NC(C)C` – TAAR1 antagonist: 1

The listing continues:
SMILES	CHO-K1 Ca antag	CHO-K1 Ca PAM	CHRM1 agonist	TAAR1 antagonist	CHO parental Ca	CHO-K1 Ca ag	TAAR1 agonist	OXTR potentiate	V1aR counter
CC(=O)c1ccc(NC(=O)COC(=O)/C=C/c2cccs2)cc1	-17	23	2	19	-16	0.4	12	-8	1.6
COc1ccccc1N=Cc1c(C)[nH]n(-c2ccc(C)cc2C)c1=O	-1	14	-10	19	-20	1.6	2	-2	-0.6
CCOC(=O)C1(Cc2ccc(OC)cc2)CCN(C(=O)CCc2cnccn2)CC1	-18	8	-2	-21	-12	2.0	2	3	1.0
CC(=O)N1CCN(C(=O)C2(NC(=O)Nc3ccc(C)cc3)CCCCC2)CC1	-14	15	-3	-5	4	0.1	2	-11	0.2
CCCC(=O)NC(C)c1nc2ccccc2n1CC (configuration not stated)	-3	11	-3	3	-4	0.9	0	-1	-0.4
O=C1c2ccccc2C(=O)N1CCc1ccccn1	9	-18	-4	2	-12	0.3	15	-3	0.1
CC(=O)N1CCN(CCS(=O)(=O)c2cc(Cl)ccc2Cl)CC1	-16	13	-3	3	-11	1.7	1	2	0.6
C#CCOC(=O)C[N+](C)(C)CC#Cc1ccccc1	-2	-10	-4	1	-9	-0.9	14	0	-0.3
CC1CCN(C(=S)Nc2ccc(F)cc2)CC1	-1	19	-10	-7	-8	0.0	5	-9	-0.7
CCC(CO)NC(=O)c1ccc(-c2nn(C)c(=O)c3ccccc23)cc1 (configuration not stated)	-4	13	-4	10	0	0.6	6	-3	0.2
O=C(Nc1cccc(S(=O)(=O)N2CCCCCC2)c1)c1cncc(Br)c1	-13	13	2	61*	-22	7.6	10	-10	6.7
Cc1oc2ccc(O)c(CN3CCOCC3)c2c1C(=O)c1ccc(Cl)cc1	-10	18	-6	1	-34	0.5	17	-4	-0.5
CCOc1ccc2oc(C(=O)OCC(=O)NCc3ccc(OC)cc3)c(C)c2c1	9	-6	-5	1	-18	0.1	0	-1	1.0
COC(=O)c1ccc(CNC(=O)c2ccc(NS(=O)(=O)c3ccc4[nH]c(=O)[nH]c4c3)cc2)cc1	8	-3	-4	6	-10	7.1	1	-1	0.2
CCCC1=NN(C(=O)Cc2ccc([N+](=O)[O-])cc2)C(O)(C(F)(F)F)C1 (configuration not stated)	-2	3	-13	9	-5	2.2	14	-7	1.7

Full records as entered above.
Entry for CCOC(=O)C1(Cc2ccc(OC)cc2)CCN(C(=O)CCc2cnccn2)CC1 : CHO-K1 Ca antag = -18; CHO-K1 Ca PAM = 8; CHRM1 agonist = -2; TAAR1 antagonist = -21; CHO parental Ca = -12; CHO-K1 Ca ag = 2.0; TAAR1 agonist = 2; OXTR potentiate = 3; V1aR counter = 1.0
Entry for CC(C)c1ccccc1NC(=O)CC1(CC(=O)O)CCCC1 : CHO-K1 Ca antag = -14; CHO-K1 Ca PAM = -7; CHRM1 agonist = -3; TAAR1 antagonist = -15; CHO parental Ca = -9; CHO-K1 Ca ag = 0.0; TAAR1 agonist = 2; OXTR potentiate = -1; V1aR counter = 0.9

Further structures:
SMILES	CHO-K1 Ca antag	CHO-K1 Ca PAM	CHRM1 agonist	TAAR1 antagonist	CHO parental Ca	CHO-K1 Ca ag	TAAR1 agonist	OXTR potentiate	V1aR counter
CC1(c2ccc3c(c2)OCCCO3)NC(=O)N(CC(=O)NCCc2ccc(F)cc2)C1=O (configuration not stated)	4	4	-1	7	.	1.5	2	.	.
COc1ccc(Cc2nnc(NC(=O)c3cccc(F)c3)s2)cc1OC	-10	-25	-3	-22	-2	0.7	0	-3	0.8
COc1ccc(C(O)C(CN2CCOCC2)c2ccccc2)cc1 (configuration not stated)	-11	20	-1	-4	-10	0.4	11	-7	0.5
COc1cccc(CNC(=O)C2CCN(S(=O)(=O)c3ccc(F)cc3)CC2)c1	-12	16	-2	7	.	1.3	4	.	.
CCC(CC)C(=O)Nc1cccc(S(=O)(=O)c2cccc(NC(=O)C(CC)CC)c2)c1	2	12	-4	-5	-6	0.7	7	-10	0.2
Cc1c(Cl)cccc1NC(=O)CN1CCC(C(O)(c2ccccc2)c2ccccc2)CC1	-19	11	-7	4	-31	0.2	10	1	0.3
CC1=Nc2ccc(Br)cc2C(c2ccccc2)N1CC(=O)O (configuration not stated)	13	-18	-3	-13	1	-0.7	17	-8	-0.4
Cn1c(=O)c2c(nc(N3CCCCCC3)n2CC(=O)c2ccc(Br)cc2)n(C)c1=O	5	14	-4	2	-5	5.7	11	-1	0.6
Cc1cc(C(=O)N/N=C/c2cc(Br)cc([N+](=O)[O-])c2O)c2ccccc2n1	-8	24	-5	-5	-10	0.0	2	-10	0.4
CC(C)=CC(=O)N1CCC(n2nccc2NC(=O)CCc2ccccc2)CC1	40*	7	-6	-11	-6	0.1	2	-4	0.8
Nc1nonc1-n1nnc(C(=O)N/N=C/c2ccc(Cl)cc2Cl)c1CN1CCCC1	-3	-12	0	-17	0	-0.5	0	-1	1.0
COc1ccccc1/C=C/C1=NC(=C\N(C)C)/C(=O)O1	-4	-6	-5	-11	-10	0.1	9	0	-1.5
CCCCn1c(N)c(N(CCOC)C(=O)c2ccc(-c3ccc(C(C)=O)cc3)o2)c(=O)[nH]c1=O	-11	-2	-2	-6	-18	0.2	0	-2	-0.1
CC(=O)NC(c1cccc(F)c1)c1nc(-c2cccc(C(=O)O)c2)cs1 (configuration not stated)	-5	9	0	24	.	0.6	-2	.	.
O=C(NCC1CCCO1)c1ccc(-c2ccccc2Cl)o1 (configuration not stated)	4	-17	-2	7	-12	0.6	14	-5	-1.3
C#CCn1c(=NC(=O)c2cc(-c3cccs3)nc3ccccc23)sc2cc(S(N)(=O)=O)ccc21	17	-9	0	19	11	-0.2	1	-8	0.5
O=C(O)CC1c2ccccc2C=Cc2ccccc21	-18	14	-4	8	1	0.4	0	2	1.0
COc1ccc(S(=O)(=O)N2CCC(NC(=O)N3CCOCC3)CC2)cc1	-16	2	-4	-19	-11	-0.1	1	-1	0.4
OC(c1ccc(CN2CCCCC2)cc1)c1ncc(-c2ccccc2F)[nH]1 (configuration not stated)	-6	-2	-9	-1	.	0.6	4	.	.
COc1ccc2oc(=O)c(C(=O)NC(C)c3ccccc3)cc2c1 (configuration not stated)	-12	20	-3	-1	-34	5.3	4	-7	2.6
CCOC(=O)c1ccc(NC(=S)NN)cc1	5	7	-2	-33	-18	-0.4	-3	3	-0.7
COCC(=O)N(C)C[C@H]1N[C@@](Cc2ccccc2)(C(=O)OC)[C@H]2C(=O)N(Cc3ccccc3)C(=O)[C@@H]12	-7	12	-3	-2	4	0.0	0	-5	-0.3
COc1ccc(N2CCN(c3ncccc3C#N)CC2)cc1	16	-7	-1	6	-11	1.0	0	2	3.1
CCN(C(=O)COC(=O)CCC(=O)c1ccccc1)c1c(N)n(Cc2ccccc2)c(=O)[nH]c1=O	0	1	2	1	-7	0.8	1	-2	1.1
Cc1cccc(CNC(=O)C2CCC(=O)N(CC3CCCCC3)C2)c1 (configuration not stated)	-12	7	-3	-14	.	-0.1	-1	.	.

The order is random. Share with any hit: about 3.3%.
